# M1 ag: activates human CHRM1 receptor. CHO-K1 hM1, Fluo-8 calcium fluorescence, agonist mode; 0% DMSO, 100% acetylcholine EC100. activation, % at 3 µM. 0.33% of 360,000 active. AID 588814;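 active means activation above the run's mean compound activation plus 3 SD, cut at about 16% in these data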;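 further: peak over basal fluorescence ratio within a 140 s kinetic read after compound addition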
# Target sequence (P11229 whole entry, looked up): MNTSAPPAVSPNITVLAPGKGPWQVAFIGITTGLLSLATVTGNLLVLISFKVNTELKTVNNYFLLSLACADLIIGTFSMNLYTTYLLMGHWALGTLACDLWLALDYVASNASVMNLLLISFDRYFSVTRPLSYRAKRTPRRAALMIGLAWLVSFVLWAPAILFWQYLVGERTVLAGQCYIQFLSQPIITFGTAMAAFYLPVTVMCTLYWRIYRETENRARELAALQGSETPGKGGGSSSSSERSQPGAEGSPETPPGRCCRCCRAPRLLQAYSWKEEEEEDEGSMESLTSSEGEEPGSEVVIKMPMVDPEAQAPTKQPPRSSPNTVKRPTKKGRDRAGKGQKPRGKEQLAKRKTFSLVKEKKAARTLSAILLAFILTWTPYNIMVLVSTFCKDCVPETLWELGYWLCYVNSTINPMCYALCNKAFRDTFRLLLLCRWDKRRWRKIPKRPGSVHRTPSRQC
# TAAR1 antagonist: human TAAR1 antagonism | AID 624466 | 1.5% of 360,000 active | inhibition, % at 3 µM | CHO RD-HGA16 TAAR1, Fluo-8 calcium fluorescence, antagonist;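 active means inhibition above a per-plate cutoff, the mean inhibition of test compounds on that plate plus 3 SD, cut at about 49% in these data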;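 further: 0% = DMSO plus EC80 beta-PEA response and 100% = DMSO alone without agonist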
#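 Assay system: RD-HGA16 CHO cells with stable hTAAR1 and Gα16 / Reagent: EC80 β-phenethylamine stimulus / Doses: 3 µM, single point / Timing: dye loading 75 min at 37 °C, then 30 min room temperature / Measured by: Fluo-8 intracellular calcium dye fluorescence, real-time kinetic reads / Controls: vehicle wells and EC80 agonist wells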
# OXTR agonist: human OXTR agonism; AID 2435; activation, % at 3 µM; 0.32% of 320,000 active; CHO-OTR cells, Fluo-8 calcium fluorescence; normalized: DMSO 0%, oxytocin 100%; P30559;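 active means activation above the mean of all tested compounds plus 3 SD, cutoff set per screening run, cut at about 20% in these data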;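 further: peak over basal fluorescence ratio from a 100 s FLIPR kinetic read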
# CHO parental Ca: counter-screen for OX1R antagonists: effect in parental CHO cells; parental CHO-K1, ATP-induced calcium, Fluo-8 fluorescence; inhibition, % at 5.6 µM; 0.63% of 330,000 active; AID 463079;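 active means inhibition above that plate's mean sample inhibition plus 3 SD, cut at about 26% in these data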;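 further: 0% = ATP-challenged DMSO wells and 100% = DMSO wells without ATP; some compounds past the cut are filed as inactive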
#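 Material – parental CHO cells · Reagent – ATP stimulus · Compound – single nominal dose of 5.6 µM per compound · Detection – Fluo-8 fluorescence · Read-out basis – percent inhibition of calcium signal · Controls – ATP-challenged DMSO wells low, unchallenged DMSO wells high · Repeats – no replicates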
# OXTR potentiator: human OXTR potentiation. 0.061% of 320,000 active. activation, % at 3 µM. CHO-OTR cells, Fluo-8 calcium fluorescence, potentiator mode; 0% = oxytocin EC15, 100% = EC100. AID 2445;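 active means activation above that plate's cutoff, the mean activation of tested compounds plus 3 SD, cut at about 6.6% in these data, passing the limit was not always enough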;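 further: 100% uses oxytocin at 75 nM as the full agonist control; some results filed as inactive read as strong as hits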
#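 Material: human OTR in CHO cells. Compound: 3.0 µM, one dose. Timing: compound 6 min at room temperature before oxytocin, 100 s read. Evaluation: % activation of max/min ratio relative to oxytocin controls. Replication: single well per compound, singlicate. Signal: Fluo-8 calcium dye fluorescence.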
# CHRM1 antagonist: antagonists of human M1 muscarinic receptor; CHO-K1 hM1, Fluo-8 calcium fluorescence, ACh EC80 antagonist; AID 588852; 1.3% of 360,000 active; inhibition, % at 3 µM; P11229;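 active means percent inhibition above its own plate's cutoff, namely the mean of that plate's compound wells plus 3 SD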;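 further: peak over basal fluorescence ratio during 140 s after agonist addition; 0% = ACh EC80 plus DMSO and 100% = DMSO alone without agonist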
# V1aR counter: V1a receptor agonism, counter-screen for OXTR agonists; AID 2797; activation, % at 3 µM; P37288; 0.25% of 320,000 active; CHO-V1R cells, Fluo-8 calcium fluorescence, agonist mode; 0% DMSO, 100% 3 nM vasopressin;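 active means activation above the mean activation of all tested compounds plus 3 SD, per screening run, cut at about 20% in these data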;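 further: signal is peak over basal fluorescence ratio across a 100 second FLIPR read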
# Target sequence (P37288 whole entry, looked up): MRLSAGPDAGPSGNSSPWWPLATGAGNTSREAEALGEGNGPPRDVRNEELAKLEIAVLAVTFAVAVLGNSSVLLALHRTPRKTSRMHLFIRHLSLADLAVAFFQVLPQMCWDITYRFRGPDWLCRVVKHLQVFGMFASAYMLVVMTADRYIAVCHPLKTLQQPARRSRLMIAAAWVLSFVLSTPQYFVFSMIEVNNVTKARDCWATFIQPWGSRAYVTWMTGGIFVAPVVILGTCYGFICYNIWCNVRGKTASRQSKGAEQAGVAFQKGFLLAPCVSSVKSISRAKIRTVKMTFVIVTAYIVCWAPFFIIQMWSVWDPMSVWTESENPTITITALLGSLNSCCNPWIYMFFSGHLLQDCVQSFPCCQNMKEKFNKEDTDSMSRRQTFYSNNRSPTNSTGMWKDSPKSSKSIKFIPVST
# M1 PAM: human CHRM1 positive allosteric modulation; P11229; CHO-K1 hM1, Fluo-8 calcium fluorescence, ACh EC20; 0% = ACh EC20, 100% = maximal ACh; activation, % at 3 µM; 0.088% of 360,000 active; in the data active means activation above about 19%, passing the limit was not always enough
# TAAR1 agonist: agonists of human TAAR1; Q96RJ0; CHO RD-HGA16 TAAR1, Fluo-8 calcium fluorescence; vehicle wells 0%, saturating PEA agonist 100%; 0.99% of 360,000 active; activation, % at 3 µM; AID 624467;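 active means activation above the mean activation of all test compounds in the run plus 3 SD, cut at about 38% in these data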
#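 Test system: RD-HGA16 (CHO) cells co-expressing Gα16 and hTAAR1 / Benchmarks: DMSO vehicle as 0%, PEA at EC100 as 100% / Repeats: no replicates (n 1) / Measure: % activation from peak over basal fluorescence ratio, DMSO-to-PEA scaled / Timing: 17-24 h plating, Fluo-8 75 min 37 °C, 30 min RT / Technique: kinetic Fluo-8 calcium fluorescence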
# The depositor's hits bear a star; · = no result given.
SMILES,M1 ag,TAAR1 antagonist,OXTR agonist,CHO parental Ca,OXTR potentiator,CHRM1 antagonist,V1aR counter,M1 PAM,TAAR1 agonist
CC(=O)Nc1ccc(NC(=O)COc2ccc(S(=O)(=O)NC(C)c3ccccc3)cc2)cc1 (configuration not stated),1,8,0.2,6,-14,-7,-0.1,8,2
CN1C(=O)c2ccccc2Sc2ccc(NC(=O)N3CCOCC3)cc21,-3,-14,0.1,-8,1,-5,0.5,7,2
Clc1cccc(Cl)c1Cn1ccc(C2CC2)n1,-4,-8,-1.9,4,1,-2,-1.2,6,4
CCOC(=O)CSc1nc(-c2cccs2)nc2c1c(=O)n(C)c(=O)n2C,-4,-25,-0.6,6,-9,6,0.4,-3,2
Cc1cc(=O)oc2c1c(C)nn2-c1ccc(Cl)cc1,-9,25,-0.1,-10,-13,4,0.8,6,4
COc1ccc(NC(=O)COC(=O)c2ccc(OC)c(S(=O)(=O)N3CCCC3)c2)cc1OC,-1,4,0.0,-12,-2,2,0.0,3,14
CCC(Cc1ccccc1)NS(=O)(=O)c1ccc2c(c1)NC(=O)CO2 (configuration not stated),-4,-39,-1.4,-18,-8,-6,2.4,1,4
Cc1ccc(NC(=O)CN2CCc3ccccc3C2)cc1C,-3,-11,-2.3,-2,-9,-11,-0.7,7,10
C=C(C)CNC(=S)NNC(=O)c1cc(C)oc1C,-3,-14,-1.3,-11,-5,-10,0.8,10,2
COc1ccc(OC)c(S(=O)(=O)NC(N)=NCCc2ccccc2OC)c1,·,·,0.3,-12,-5,·,1.3,·,·
CC(C)(Oc1ccc(Cl)cc1)C(=O)NCC(c1cccs1)N1CCOCC1 (configuration not stated),-2,58*,-2.7,-8,-2,11,0.8,-7,9
COC(=O)CNC(=O)Cc1c(C)n(C(=O)c2ccc(Cl)cc2)c2ccc(OC)cc12,-2,-21,0.2,-16,-9,4,1.5,5,2
Cc1ccc(-c2nnn(CC(=O)N3c4ccccc4CCc4ccccc43)n2)cc1,0,-16,1.3,7,-13,-12,1.6,5,2
COc1ccc(OCC(=O)Nc2ccccc2C(=O)N2CCOCC2)cc1,-1,-13,1.6,-5,6,-4,0.6,6,4
COCCCC1CCN(C(=O)C2CCC(=O)N(C3CCCCCC3)C2)CC1 (configuration not stated),-1,-15,·,·,·,17,·,-2,0
Cc1noc(C(=O)Nc2ccccc2C(F)(F)F)c1Cl,-5,3,-0.8,-3,-2,-6,-0.2,4,20
CCCCN(C(=O)c1cccc(C)c1)c1c(N)n(CCC)c(=O)[nH]c1=O,0,-10,0.3,-7,-7,-22,0.4,11,5
CCCCC1=CC2=C(c3ccco3)C(=O)C(C)(OC(=O)c3ccc(OC)cc3)C(=O)C2=CN1CC1CC1 (configuration not stated),-8,-10,-2.3,-23,-1,5,-1.0,-2,6
COc1ccc(CCNC(=O)COC(=O)c2ccc([N+](=O)[O-])o2)cc1,-4,-24,1.0,-8,3,0,0.6,3,3
Cc1ccc(CSc2nnc(C)c(=O)[nH]2)cc1,-11,11,-0.9,-9,-12,-9,-0.6,10,6
COC(=O)c1ccc(Nc2nc(C)nc3c2nnn3Cc2ccccc2)cc1,-3,0,0.5,-8,1,12,1.1,-5,1
Nc1ncnc2nc(SCCN3CCCCC3)[nH]c12,-7,-6,0.6,0,2,-3,1.1,3,2
CCN(CCCn1c(SCC#N)nc2ccccc2c1=O)c1ccccc1,-7,35,-0.8,-10,-5,5,-0.7,-5,1
Cn1c(C(=O)N2CCN(C(=O)c3ccco3)CC2)cc2c(=O)n(C)c3ccccc3c21,-7,-14,-1.7,-1,-2,6,-0.1,-5,2
CC(=O)Nc1ccc(S(=O)(=O)N2CCC(NC(=O)c3ccccc3)CC2)cc1,-3,-1,-0.4,0,-9,-9,-0.2,4,-1
CC(SC1=NCCS1)C(=O)Nc1nnc(-c2ccc(Br)cc2)s1 (configuration not stated),-1,-4,0.3,-13,0,-9,0.9,4,3
O=C(C1CCCC1)N1CCCC(Nc2ccccc2)C1 (configuration not stated),-2,-11,0.1,-9,-1,1,-0.3,-1,2
CN(C)c1nc(Cl)nc(N(C#N)CCOc2ccccc2)n1,-3,1,0.8,-25,2,1,0.4,4,7
CCOc1ccc(C(=O)Nc2cc(S(=O)(=O)Nc3ccccc3Cl)ccc2N2CCOCC2)cc1,-9,14,-1.3,-10,-8,10,-0.8,1,-1
Cc1cc(/C=N/NC(=O)c2ccncc2)c(C)n1-c1ccccc1,-5,11,0.1,1,-5,6,0.4,1,2
CCOc1cc(C(=S)N2CCCCC2)ccc1OCC(=O)NCc1ccccc1,-4,12,1.5,-20,-3,-7,1.0,9,7
Cc1ccc(NC(=O)C2CCCN(S(=O)(=O)c3cccnc3)C2)c(C)c1 (configuration not stated),-2,10,0.3,-19,-3,7,3.4,-1,0
C/C(=N/NC(=O)Cc1cccn1C)c1ccccc1,0,-6,0.3,-9,-9,-8,0.9,11,2
COc1ccc(S(=O)(=O)NCC(=O)NCCc2ccc(OC)c(OC)c2)cc1,0,-26,-1.5,-18,-7,-21,-0.2,15,1
COc1ccccc1CNCC(=O)N1CC(=O)Nc2ccccc21,-13,3,-1.1,-7,-20,2,0.5,1,7
CCN(C(=O)CSc1nnc(C)c(=O)[nH]1)c1cccc2ccccc12,-5,-20,0.4,-2,5,-7,1.6,6,21
COc1ccc(C(C)=O)cc1CSc1nc2nc(C)cc(C)n2n1,-9,-14,-0.9,-14,-12,-11,-1.0,5,6
Cc1ccc2c(c1C)NC(C(=O)O)C1CC=CC21 (configuration not stated),-1,·,-0.1,-3,-3,-10,-0.2,10,·
CCOc1ccc(Br)cc1CNCc1cccnc1,-6,-4,·,·,·,-6,·,10,0
CCOc1ccc(NC(=O)Nc2cc(-c3ccccc3)sc2C(=O)OC)cc1,-5,2,-0.9,-25,-9,4,1.3,2,0
O=C(NCc1ccco1)c1ccc(Cl)c(S(=O)(=O)N2CCCC2)c1,-6,-3,0.3,-11,-2,-3,0.6,-2,0
COc1ccc(-c2nc(C#N)c(NCCCN3CCOCC3)o2)cc1,3,-10,-0.3,-4,0,-1,-0.7,2,0
CC(C)C(=O)N[C@@H]1c2ccccc2CC[C@@H]1O,-2,-11,·,-4,·,-7,·,8,1
CCOC(=O)C1CCCN(C(=O)CC(c2ccccc2)c2ccccc2)C1 (configuration not stated),-2,-2,-3.1,-41,-1,-16,-0.7,12,0
CCc1cc(C(=O)OCC(=O)NCCc2ccccc2)sc1C,-9,-4,·,·,·,-6,·,4,2
Cc1ccc(SCC(=O)Nc2nccs2)cc1,-6,-32,-0.6,1,-4,-7,-0.7,9,0
COc1ccc(C2SCCN2S(=O)(=O)c2ccc(NC(C)=O)cc2)cc1 (configuration not stated),0,-10,5.6,16,-8,-15,5.2,8,14
CCc1ccc(-c2nc3ccc(Br)cc3c(C(=O)O)c2C)s1,-4,-1,·,·,·,-7,·,20,-1
CC(C)CCC1CC(CSC(=N)N)OC1=O (configuration not stated),-4,-12,0.4,-7,1,-7,0.9,10,10
CC(c1ccco1)N(C(=O)COc1ccc(Cl)cc1)c1ccccn1 (configuration not stated),-5,-2,-1.2,-9,-17,-25,1.4,-1,5
CCc1nc(NCCN2CCOCC2)c(C#N)c2c1CCCC2,-5,-15,-1.7,-28,1,-27,-0.8,4,19
Cc1cc(C)n2nc(SCC(=O)N3CCOCC3)nc2n1,2,-13,0.0,-7,-5,0,1.1,19,1
O=c1c(C=NCC2CCCO2)c(-c2ccccc2)[nH]n1-c1ccc([N+](=O)[O-])cc1 (configuration not stated),-4,-13,0.1,-30,-3,-7,0.6,5,2
COc1ccc(NC(=O)C2OCCc3ccccc32)c(OC)c1 (configuration not stated),-4,-4,1.7,-6,-7,-15,0.5,9,10
COC(=O)c1ccccc1S(=O)(=O)N1CCC(C(=O)OC(C)C(=O)NC(N)=O)CC1 (configuration not stated),3,7,-0.4,2,-9,4,-0.1,6,4
Cc1ccc(-c2nc3ncccc3o2)cc1NC(=O)c1ccc([N+](=O)[O-])o1,-1,·,-0.1,-6,-9,-14,-0.5,21,·
Cc1ccc(NC(=O)c2cccs2)cc1NC(=O)c1ccco1,-4,3,0.6,-13,-5,-3,0.2,7,2
CC(C)(C)NS(=O)(=O)c1cc(C(=O)Nc2sccc2C#N)ccc1Cl,0,8,9.7,-6,-8,12,7.2,-5,10
CCOC(=O)C1=NNC2(c3ccc(C)cc3)C(=O)N(c3ccccc3)C(=O)C12 (configuration not stated),1,-28,-2.9,-22,1,9,-2.1,0,3
CCOc1ccc(N(CC(=O)NCCSc2ccccn2)S(C)(=O)=O)cc1,-4,-11,-0.7,-15,-2,-12,2.1,10,11

# Structures from the list above that have a COOH group:
SMILES,M1 ag,TAAR1 antagonist,OXTR agonist,CHO parental Ca,OXTR potentiator,CHRM1 antagonist,V1aR counter,M1 PAM,TAAR1 agonist
Cc1ccc2c(c1C)NC(C(=O)O)C1CC=CC21 (configuration not stated),-1,·,-0.1,-3,-3,-10,-0.2,10,·
CCc1ccc(-c2nc3ccc(Br)cc3c(C(=O)O)c2C)s1,-4,-1,·,·,·,-7,·,20,-1

# The list continues.
SMILES,M1 ag,TAAR1 antagonist,OXTR agonist,CHO parental Ca,OXTR potentiator,CHRM1 antagonist,V1aR counter,M1 PAM,TAAR1 agonist
FC(F)(F)c1ccccc1CN1CCCC(N2CCN(c3ccccc3)CC2)C1 (configuration not stated),-9,-7,-0.6,-20,-14,2,2.8,-17,4
Cn1c(/C=N/Nc2nc3ccccc3[nH]2)nc2ccccc21,-12,-12,-0.8,-14,-11,-9,-1.1,6,6
CC(=O)Nc1cccc(NC(=O)CN2c3cccc4cccc(c34)S2(=O)=O)c1,1,-2,3.8,-19,1,-11,3.7,13,11
CCOC(=O)c1cc(NC(=O)c2ccc(C)cc2)c(=O)oc1C(F)(F)F,-5,6,-0.3,-5,-7,-7,1.0,11,-1
COCCCNc1nc2c(c(=O)n(Cc3cccc(Br)c3)c(=O)n2C)n1C,-1,-16,1.2,-12,-12,-9,5.2,6,7
O=C(CCC1CCCC1)NCCCNC(=O)CCC1CCCC1,-3,-27,-2.0,-26,-5,-12,-1.1,5,3
Cc1cc(C)cc(NC(=S)Nc2ccc3cn[nH]c3c2)c1,-7,1,-0.8,-4,-1,-7,-0.3,3,2

# Screening results from PubChem.
